FLuc inhib CS – inhibits firefly luciferase, flagging false hits in luciferase inhibition screens. ATPLite firefly luciferase biochemical luminescence, 10 min. inhibition, % at 10 µM. 1.5% of 200,000 active. AID 1006;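 active = inhibition above about 50% when tested at 10 µM, limit read from the data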
Target sequence (P08659 whole entry, looked up): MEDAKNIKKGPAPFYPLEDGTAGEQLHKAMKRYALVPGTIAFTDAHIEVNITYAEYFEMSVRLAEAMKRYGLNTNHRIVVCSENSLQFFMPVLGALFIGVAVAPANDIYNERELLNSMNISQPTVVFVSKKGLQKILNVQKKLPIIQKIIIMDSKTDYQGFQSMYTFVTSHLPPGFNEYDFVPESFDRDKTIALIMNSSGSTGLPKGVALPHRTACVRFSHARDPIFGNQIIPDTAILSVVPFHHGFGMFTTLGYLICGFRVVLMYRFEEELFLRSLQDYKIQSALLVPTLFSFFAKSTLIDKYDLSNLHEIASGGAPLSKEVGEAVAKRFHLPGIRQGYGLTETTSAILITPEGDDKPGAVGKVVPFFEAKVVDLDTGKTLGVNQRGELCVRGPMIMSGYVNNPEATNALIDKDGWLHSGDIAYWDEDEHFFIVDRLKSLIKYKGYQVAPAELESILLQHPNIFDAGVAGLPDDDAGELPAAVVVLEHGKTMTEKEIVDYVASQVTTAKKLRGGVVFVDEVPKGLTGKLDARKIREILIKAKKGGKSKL
STAT1 act – activators of IFN-gamma induced STAT1 signaling; 2.6% of 200,000 active; NIH 3T3 STAT1-luciferase reporter, luminescence; 100% = IFN-gamma alone, no compound; AID 932; activation (% of control), % at 5.5 µM;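 active = activation above the screen-wide mean activation plus 3 SD, cut at about 130% in these data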;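 note: raw ratio to IFN-gamma control signal so 100% means no change and 0% no light; values of inactives mirror those of a sister screen read the other way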
APP 5'UTR act – activates APP 5'UTR luciferase reporter; SH-SY5Y APP 5'UTR luciferase reporter, luminescence; zero percent = DMSO vehicle wells; activation, % at 2 µM; 1% of 190,000 active; AID 1276;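 active = activation above a set limit, based on mean plus 3 SD of controls, cut at about 140% in these data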; note: values of inactives mirror those of a sister screen read the other way
STAT3 activator – STAT3 signaling activation; U3A cells, IL-6 STAT3-luciferase reporter, luminescence; 100% = signal with IL-6 EC80 alone; activation (% of control), % at 5.6 µM; 0.91% of 190,000 active; AID 871;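 active = activation above the screen-wide mean of compound activation plus 3 SD, cut at about 130% in these data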;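 note: 0% = background luminescence of wells with medium and substrate only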
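Assay system – human STAT1-deficient U3A cells with stable STAT3-luciferase reporter · Also added – IL-6 (33 ng/mL) · Schedule – compound 1 h, then IL-6 6 h at 37 °C · Technique – reporter luminescence signal · Evaluation – % activation versus median of IL-6-stimulated wells · Benchmarks – IL-6-only wells as 100% reference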
NF-kB neuron act – compounds increasing NF-kB expression in human neuronal cells; NF-kB reporter expression; active compounds read high; fold change at 12.5 µM; 1.6% of 190,000 active; in the data active = fold change above about 3.3
APP transl inh – APP translation inhibition. SH-SY5Y APP 5'UTR-luciferase reporter, luminescence. inhibition, % at 2 µM. 0.82% of 190,000 active. AID 1285;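 active = inhibition above a set limit, derived from the sample mean plus 3 SD, cut at about 45% in these data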; note: values of inactives mirror those of a sister screen read the other way
STAT3 blocker – inhibitors of IL-6 induced STAT3 signaling. U3A cells, IL-6 STAT3-luciferase reporter, luminescence; host cell line lacks STAT1. inhibition, % at 5.5 µM. 0.89% of 190,000 active;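 active = inhibition above the mean inhibition across all screened compounds plus 3 SD, cut at about 44% in these data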;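 note: 0% = DMSO only wells and 100% = 100 µM nifuroxazide control wells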
RAM inhibit – inhibitors of the yeast RAM network; S. cerevisiae dse1pr::URA3 reporter, 5-FOA growth OD615, 2 d; analog-sensitive cbk1-as2 kinase mutant strain; inhibition, % at 50 µM; 1.8% of 190,000 active;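 active = inhibition above a set limit, 3 SD over mean compound inhibition, cut at about 8.4% in these data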;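 note: 0% = DMSO-only wells with no growth and 100% = 10 µM 1-NA-PP1 full growth; inhibition rescues growth on 5-FOA so higher OD means more RAM inhibition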
STAT1 blocker – reduces IFN-gamma driven STAT1 reporter signal | NIH 3T3 STAT1-luciferase reporter, luminescence | inhibition, % at 5.5 µM | 0.35% of 200,000 active | AID 920;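 active = inhibition above a set limit, the mean inhibition across all tested compounds plus 3 SD, cut at about 34% in these data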;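 note: 0% = IFN-gamma with DMSO and 100% = IFN-gamma with 300 µM nifuroxazide; values of inactives mirror those of a sister screen read the other way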
Hsp70 activator – switches on Hsp70 transcription; HeLa Hsp70 promoter luciferase reporter, luminescence; scaled: vehicle 0, proteasome-inhibitor control 100%; activation, % at 10 µM; 0.04% of 200,000 active;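 active = activation above the mean across all tested compounds plus 3 SD, cutoff set per campaign, cut at about 5.5% in these data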;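 note: 100% = MG132 at 30 µM as the positive control and 0% = DMSO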
* hit, by the source's call; x = no result given.

SMILES	FLuc inhib CS	STAT1 act	APP 5'UTR act	STAT3 activator	NF-kB neuron act	APP transl inh	STAT3 blocker	RAM inhibit	STAT1 blocker	Hsp70 activator
COc1cccc(-c2cc(C(=O)N3CCCCCC3)no2)c1	62*	122	151*	81	7.2*	-151	28	-1.1	-25	0.4
O=C(c1ccco1)N1CCN(S(=O)(=O)c2ccc(S(=O)(=O)NC3CC3)cc2)CC1	-5	104	15	105	1.1	-15	-6	0.7	-4	-0.1
CCN1CCN(CC(=O)c2c(C)n(C)c3ccc(OC)cc23)CC1	-7	96	7	103	1.1	-7	1	-0.7	4	-0.4
COc1cc(OC)c(CN2CCCCCCC2)cc1Br	-6	109	-8	96	1.4	8	10	-0.8	-10	0.0
CCC(=O)N1c2ccccc2NC2=C(C(=O)CC(C)(C)C2)C1c1cccnc1 (configuration not stated)	-3	106	-5	101	0.99	5	6	0.9	-9	0.0
c1ccc(-c2noc(-c3ccc4ccccc4c3)n2)nc1	96*	18	-49	9	0.2	49*	113*	3.4	88*	-0.6
Cc1ccc(C)c(NC(=S)N=Nc2c(O)n(C)c3ccc(S(=O)(=O)N4CCOCC4)cc23)c1	-2	101	-25	99	1.2	25	4	5.2	-1	-0.1
CN(CCc1cnn(C)c1)Cc1nc(CC2CC2)no1	-10	95	6	99	0.89	-6	5	0.8	4	-0.4
CCOC(=O)C1CCC(CN(Cc2ccccc2)S(=O)(=O)c2ccc([N+](=O)[O-])cc2)CC1 (configuration not stated)	-8	107	-4	109	1	4	-4	3.3	-7	-0.4
O=C(Nc1ccc(N2CCN(C(=O)c3ccccc3F)CC2)cc1)c1ncn[nH]1	-5	104	-9	105	1	9	-5	1.1	-5	-0.3
c1ccc2c(c1)OCC(CNc1ncnc3sccc13)O2 (configuration not stated)	-2	81	-4	28	1.3	4	84*	2.3	21	0.1
Cc1[nH]nc2c1C(c1ccc(N(C)C)cc1)C1=C(CC(C)(C)CC1=O)N2 (configuration not stated)	-2	91	-8	109	x	8	-4	1.2	10	-0.3
Cc1ccc(Cn2ccc(NC(=O)c3cc4nc(-c5ccco5)cc(C(F)(F)F)n4n3)n2)cc1	-9	103	-9	105	1.1	9	-1	4.1	-3	0.0
COc1ccc(NC(=O)CCCn2c(=O)[nH]c3ccccc3c2=O)cc1	-8	91	-11	90	0.94	12	16	1.5	10	-0.2
Cc1c(C(=O)O)nnn1-c1nonc1N	-8	98	-14	110	1.1	14	-8	0.8	2	-0.5
Cc1ccccc1Nc1nc(N)nc(CSc2nnc3ccccn23)n1	-10	120	60	105	1.7	-60	-4	1.8	-23	0.0
Cc1nn(Cc2ccc(Cl)c(Cl)c2)c(C)c1NC(=O)c1cn(-c2ccccc2)nc1-c1ccccc1	-7	93	-3	94	0.6	3	7	2.4	8	0.1
Cc1ccccc1-c1nc(CN2CCC(C(=O)N3CCC(C(N)=O)CC3)CC2)c(C)o1	-7	102	-2	105	1.1	2	-1	0.9	-2	-0.2
Cc1c([N+](=O)[O-])cc(C(=O)Oc2ccc(Br)cc2C(=S)N2CCCCC2)cc1[N+](=O)[O-]	-7	99	14	98	1.2	-14	6	3.9	1	-0.3
COc1ccc2[nH]c(C)c(CCNC(=S)Nc3ccc(C)cc3)c2c1	1	100	11	90	0.75	-11	14	1.6	-1	0.1
O=C(Cn1cc(F)c(=O)[nH]c1=O)NCCO	1	101	122	103	1	-122	-2	2.3	-2	-0.2
CC(=O)Nc1cccc(OCC(=O)/C=C2\N(C)c3ccccc3C2(C)C)c1	0	82	-4	99	0.71	4	6	-0.4	19	-0.2
O=C(Nc1cccc([N+](=O)[O-])c1)C1CC(=O)N(Cc2ccccc2)C1 (configuration not stated)	-4	100	8	112	1.2	-8	-9	0.7	-1	-0.1
CCC(=O)c1ccc(N2CCN(C(=O)c3cccc(F)c3)CC2)c(F)c1	-5	95	4	98	0.84	-4	4	0.5	4	-0.3
Cc1cc[n+](CC(=O)Nc2cc(C(F)(F)F)ccc2Cl)cc1	-4	104	22	107	1.2	-22	4	0.5	-4	0.4
CCOc1cccc(NC(=O)C2CC(=O)N(c3ccc(F)cc3)C2)c1 (configuration not stated)	-3	99	-6	101	0.91	6	3	2.6	-1	-0.2
CCCN1CNC(=S)N(Cc2ccccc2)C1	-7	102	2	103	1.2	-2	-4	0.3	-2	-0.4
CCn1c(SCC(=O)N/N=C/c2ccc(C)o2)nnc1-c1ccccc1	1	93	-14	103	1.2	14	7	-0.1	8	0.1
NNC(=O)C(=O)NCCCN1CCOCC1	-8	99	3	104	0.94	-3	2	0.7	1	-0.2
COc1ccc(-n2ccc(=O)c3c2CCCC3=O)cc1	-2	100	-9	101	1.1	9	6	0.1	0	-0.2
CC(=O)c1ccc(NC2=C(N3CCOCC3)C(=O)c3ccccc3C2=O)cc1	-5	91	4	93	0.7	-4	16	3.7	10	0.0
S=c1[nH]nc(C2CCCCC2)o1	-11	98	61	103	0.98	-61	1	-0.3	3	-0.2
CCc1ccccc1NC1=NCC(=O)N1Cc1ccc(OC)cc1	-4	96	8	100	1.1	-8	7	3.0	5	-0.3
CCOc1ccc(NC(=O)[C@@H](NC(=O)c2ccccc2)[C@@H](C)CC)cc1	-8	95	5	95	1.1	-5	6	1.8	5	-0.1
Cc1ccc(C)c(NC(=O)c2cnn3ccccc23)c1	-3	111	-5	82	1.2	5	29	0.9	-12	-0.1
CCc1nc(OCc2ccco2)c2sc3nc4c(cc3c2n1)COC(C)(C)C4	-6	98	-10	85	0.89	10	21	0.7	1	-0.3

APP transl inh, what is marked active above
Compound	FLuc inhib CS	STAT1 act	APP 5'UTR act	STAT3 activator	NF-kB neuron act	APP transl inh	RAM inhibit	STAT1 blocker	Hsp70 activator
c1ccc(-c2noc(-c3ccc4ccccc4c3)n2)nc1	96*	18	-49	9	0.2	49*	3.4	88*	-0.6

Other records follow:
SMILES	FLuc inhib CS	STAT1 act	APP 5'UTR act	STAT3 activator	NF-kB neuron act	APP transl inh	STAT3 blocker	RAM inhibit	STAT1 blocker	Hsp70 activator
OCCNc1nc(-c2cccnc2)nc2ccccc12	-3	98	5	108	0.91	-5	-6	2.9	2	0.7
CCOc1cc(/C=C2/NC(=O)NC2=O)cc(Br)c1OCc1ccc(C(=O)O)cc1	-2	99	-6	90	1.1	6	20	0.2	-1	-0.3
O=C(C1CCCN(S(=O)(=O)c2cccc3cccnc23)C1)N1CCN(c2ccccc2F)CC1 (configuration not stated)	-6	97	-6	93	0.52	6	16	0.9	4	-0.4
CC(/C=N/N1C(=O)CSC1=S)=C\c1ccccc1	-1	97	-17	103	1.1	17	-1	-1.0	2	-0.2
CNC(=O)Nc1ccc2snnc2c1	-3	96	-1	101	1.3	1	3	3.2	4	-0.2
O=C(O)C(Cc1c[nH]c2ccccc12)NS(=O)(=O)c1ccccc1 (configuration not stated)	-6	100	3	100	0.93	-3	4	1.0	0	-0.3
COc1cc2nc(-c3ccccc3)nc(N3CCCC3)c2cc1OC	-8	101	-7	126	1	7	-28	1.1	-1	-0.1
N#Cc1cc2cc3ccccc3nc2n2c(=O)c3ccccc3nc12	-5	107	14	91	0.61	-14	18	5.6	-7	-0.2
O=C(CCCN1C(=O)c2ccccc2C1=O)NC1CCCCCC1	-6	101	-1	98	1.2	1	3	1.7	-1	-0.3
CCC(C)NC(=S)Nc1ccccc1OC (configuration not stated)	-3	94	16	93	1.1	-16	11	-0.8	7	-0.3
CCC(C)(C)NC(=O)C(Sc1ccccc1)c1ccccc1 (configuration not stated)	-4	97	19	98	1.1	-19	13	6.3	3	0.1
Cc1ccc(S(=O)(=O)NCCCNc2ccc([N+](=O)[O-])cc2)cc1	-6	74	-6	101	0.79	6	2	2.5	26	-0.2
Nc1c(Cl)ncnc1N/N=C/c1ccnc2ccccc12	53*	110	24	80	1.1	-24	26	0.5	-11	-0.2
CCOC(=O)c1ccc(COC(=O)c2ccc(-c3nnc(-c4ccccc4)o3)cc2)o1	x	130*	44	117	x	-44	-16	x	-32	-0.2
Cc1nn(CC(=O)Nc2ccc3c(c2)nc2n3CCOC2)c(=O)c2ccccc12	-4	95	2	90	1.4	-2	14	1.4	2	-0.2
COc1nc(N(C)S(=O)(=O)c2ccc(C)cc2)nc(C)c1Cl	-4	103	-12	94	1.4	12	13	4.0	-2	-0.2
O=C1C2CC=CCC2C(=O)N1c1n[nH]c(Cc2ccccc2)n1 (configuration not stated)	-4	105	14	106	1.1	-14	-5	1.0	-5	-0.5
O=C(Cc1nc2ccccc2[nH]1)N/N=C/c1ccccc1	22	101	-10	98	1.3	10	8	2.7	-1	-0.1
COc1cc(NC(=S)NN2CCN(C)CC2)cc(OC)c1OC	-8	99	17	92	1.3	-17	17	2.1	-1	0.1
CCOc1ccc(OCCOCCOc2c(Cl)cccc2Cl)cc1	x	95	0	105	x	0	4	x	5	-0.2
CC(=O)CC(c1ccccc1)S(=O)(=O)c1ccc(C)cc1 (configuration not stated)	-1	96	2	98	1.1	-2	12	1.6	5	-0.4
CCC(Sc1nnnn1-c1ccccc1)C(=O)Nc1nc2ccccc2s1 (configuration not stated)	-9	101	12	157*	1.4	-12	-64	2.8	-1	0.3
O=[N+]([O-])c1ccc(N/N=C/c2c[nH]c3ccccc23)c(S(=O)(=O)Nc2ccc(Cl)cc2)c1	-6	106	9	113	1.1	-9	-9	8.1	-6	-0.2
O=C(c1ccco1)N(Cc1nc2ccccc2c(=O)[nH]1)C1CCCC1	-5	90	10	99	1	-10	7	1.6	10	0.1
COCCNCC(=O)C12CC3CC(CC(C3)C1)C2	-4	99	-8	112	1.6	8	-11	1.2	1	-0.3
Cn1c(Cn2c(=O)sc3ccccc32)nnc1SCc1cccnc1	-6	95	-4	99	0.89	4	6	-0.6	6	0.0
O=C(O)CCc1ccc(-c2cccs2)n1CCc1ccccc1	-2	99	3	101	1.2	-3	3	9.5*	-1	-0.5
O=c1oc2ccccc2cc1-c1nc2c(s1)CCc1ccccc1-2	1	104	x	134*	0.96	x	-39	2.5	-4	-0.3
CCN(CC)S(=O)(=O)c1ccc2[nH]c(=O)[nH]c2c1	-7	107	9	96	0.98	-9	9	-0.1	-6	-0.2
O=[N+]([O-])c1ccccc1-n1cnc2ccccc21	-7	105	-6	110	1.1	6	-12	0.0	-5	0.0
O=C(CN1CCC(n2nnc3cc(C(F)(F)F)ccc32)CC1)N1CCc2ccccc21	-4	95	8	104	0.77	-8	1	0.9	5	-0.4
O=C(CN1C(=O)c2cccc3cccc1c23)NCC1CCCO1 (configuration not stated)	-6	93	-8	101	1.1	8	0	-0.9	5	0.0
COc1ccc(OC)c(CNC(=O)COc2cc(=O)n(C)c3ccccc23)c1	x	100	0	99	x	0	4	x	0	-0.3
Cc1cc(C)c2c(N)c(C(=O)c3cccc(Cl)c3)sc2n1	-5	118	9	94	0.63	-9	10	4.7	-20	-0.4

Quoted from the listing.
Under STAT3 blocker, CCOc1ccc(NC(=O)[C@@H](NC(=O)c2ccccc2)[C@@H](C)CC)cc1 reads 6
Under APP transl inh, O=C(c1ccco1)N1CCN(S(=O)(=O)c2ccc(S(=O)(=O)NC3CC3)cc2)CC1 reads -15
